# Compound activity deposited in PubChem by National Center for Advancing Translational Sciences (NCATS).
# EPAC1 antagonist = qHTS for Antagonist of cAMP-regulated guanine nucleotide exchange factor 3 (EPAC1): primary screen | Rap guanine nucleotide exchange factor 3 (Homo sapiens), O95398 | Potency, µM (doses to about 115 µM), without a hit: at the top dose activity change, negative = inhibition, actives largely listed as inhibitors | EPAC1 GEF assay, Rap1b-BODIPY-GDP exchange fluorescence | 360,000 compounds, 0.14% hits;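 further: potency means the concentration at half of the fitted maximal effect; plate controls were vehicle for no effect and positive control for full effect; nearly all actives have a fitted effect of over 50% in size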
# FUS yeast rescue = qHTS for Suppressors of FUS Proteinopathy: Primary screen using FUS-linked yeast assay | S. cerevisiae FUS-expressing, growth rescue, OD600, 24 h | Potency, µM (top dose mostly 76.6 µM), without a hit: at the top dose growth rescue (activation), actives largely listed as activators | 390,000 compounds, 0.24% hits | AID 1347120, 2019;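 further: potency means the concentration at half of the fitted maximal effect; plate controls were DMSO vehicle for no effect and reference control for full effect; nearly all actives have a fitted effect of over 55% in size; some results filed as inactive show a strong effect at the top dose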
#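 Restored growth of FUS-toxic S. cerevisiae, read as 600 nm absorbance after 24 h at 30C in galactose medium (starting OD 0.005). Controls CP55940 and DMSO.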
# PLK1 PBD block = qHTS for Inhibitors of PLK1-PDB (polo-like kinase 1 - polo-box domain): Primary Screen. 360,000 compounds, 2.8% hits. Plk1 PBD binding of FITC phosphopeptide, fluorescence polarization. Potency, µM, for the others: max response, negative = inhibition, most hits filed as inhibitors. Serine/threonine-protein kinase PLK1 (Homo sapiens), P53350; further: potency means the concentration at half of the fitted maximal effect; series mostly up to about 57 µM; on the % scale 0 is the no-effect control and ±100 the full control effect; nearly all actives have a fitted effect of over 65% in size
# Target sequence (P53350 whole entry, looked up, the tested form may be a part): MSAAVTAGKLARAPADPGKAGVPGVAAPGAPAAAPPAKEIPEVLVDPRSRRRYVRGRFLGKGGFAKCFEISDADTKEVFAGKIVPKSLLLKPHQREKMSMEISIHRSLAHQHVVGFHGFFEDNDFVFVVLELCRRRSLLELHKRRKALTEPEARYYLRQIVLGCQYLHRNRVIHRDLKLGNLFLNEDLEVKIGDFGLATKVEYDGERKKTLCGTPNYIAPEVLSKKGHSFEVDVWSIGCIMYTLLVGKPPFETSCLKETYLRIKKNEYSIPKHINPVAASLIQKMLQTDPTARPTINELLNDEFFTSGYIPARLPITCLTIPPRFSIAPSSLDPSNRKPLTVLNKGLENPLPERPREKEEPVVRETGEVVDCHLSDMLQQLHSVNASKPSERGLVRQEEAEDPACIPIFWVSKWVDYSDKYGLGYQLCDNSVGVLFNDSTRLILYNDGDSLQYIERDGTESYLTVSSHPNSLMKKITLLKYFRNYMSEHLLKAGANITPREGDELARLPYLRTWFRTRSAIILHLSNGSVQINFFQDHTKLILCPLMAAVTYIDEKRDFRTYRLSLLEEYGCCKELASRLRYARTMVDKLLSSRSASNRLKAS
# EPAC1 ag = qHTS for Agonist of cAMP-regulated guanine nucleotide exchange factor 3 (EPAC1): primary screen; Potency, µM (doses to about 154 µM), for the others: at the top dose activation, hits mostly activators; AID 720707, 2013; 360,000 compounds, 0.073% hits; Rap guanine nucleotide exchange factor 3 (Homo sapiens), O95398; EPAC1 agonist qHTS, biochemical assay; response scale: 100% = response to 6.5 mM cAMP; further: potency means the concentration at half of the fitted maximal effect; nearly all actives have a fitted effect of over 60% in size
#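 Normalized to 6.5 mM cAMP, activity reflects EPAC1-catalysed release of BODIPY-GDP from Rap1B, followed kinetically over 30 min at 480 nm excitation, 540 nm emission. Reaction contained 100 nM EPAC1, 250 nM Rap1B-BODIPY-GDP, 50 uM GDP.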
# IL-2 act = qHTS of IL-2 Activators; activation, % (series mostly up to about 46 µM); 360,000 compounds, 0.065% hits; IL-2 activation reporter assay, cell-based qHTS; stimulated with anti-CD3/CD4/CD28 beads; in transgenic mouse T cells; in the data active means activation above about 50%; inconclusive means mostly about 30% to 49%; further: 0% is about no effect
#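 Readout is EGFP and DsRed signal by fluorescent plate cytometry after 18 h at 37 degrees C. Transgenic mouse T cells (750/well) received compound for 60 min before bead stimulation (anti-CD3, anti-CD4, anti-CD28); memory T cells served as non-tolerant control.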
# PI5P4K alpha inh = qHTS for Inhibitors of phosphatidylinositol 5-phosphate 4-kinase (PI5P4K). Phosphatidylinositol 5-phosphate 4-kinase type-2 alpha (Homo sapiens), P48426. PI5P4Kalpha enzyme, ADP-Glo luminescence, 60 min; stronger effect = lower value. max response, %. 330,000 compounds, 1.2% hits. AID 652105, 2013; active means max response of -50% or lower; inconclusive means between -30% and -50%; inactive means -30% or higher; further: value at the top dose of about 77 µM; on the % scale 0 is the no-effect control and ±100 the full control effect
# Target sequence (P48426 whole entry, looked up): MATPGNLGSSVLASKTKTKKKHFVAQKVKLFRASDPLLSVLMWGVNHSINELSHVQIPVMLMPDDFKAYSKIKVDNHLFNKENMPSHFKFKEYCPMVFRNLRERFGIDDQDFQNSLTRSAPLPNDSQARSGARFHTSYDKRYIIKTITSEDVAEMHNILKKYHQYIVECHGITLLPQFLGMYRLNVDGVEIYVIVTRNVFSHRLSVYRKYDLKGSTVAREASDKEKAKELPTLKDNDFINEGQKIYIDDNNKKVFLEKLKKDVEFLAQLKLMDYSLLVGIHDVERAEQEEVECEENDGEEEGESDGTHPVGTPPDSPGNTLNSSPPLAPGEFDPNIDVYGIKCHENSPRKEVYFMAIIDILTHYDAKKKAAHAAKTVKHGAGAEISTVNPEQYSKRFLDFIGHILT
#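 Enzyme plus substrate dispensed, test compounds pinned in, then ATP (5 microM final) added. After 60 min at RT, ADP-Glo reagent 1 for 45 min and reagent 2 for 30 min preceded luminescence imaging.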
# Abeta rescue = qHTS for compounds that reverse cellular toxicity of Amyloid beta (A-beta) peptide in yeast: Primary Screen | 410,000 compounds, 0.063% hits | yeast expressing A-beta42, growth rescue, OD600, 48 h; response scale: 0% DMSO, 100% iron-clioquinol control | Potency, µM (titrated, usually from 46.1 µM), for the others: at the highest dose growth rescue, actives largely listed as activators | AID 1347071, 2019; further: potency means the concentration at half of the fitted maximal effect; nearly all actives have a fitted effect of over 55% in size
#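 Growth rescue measured by 600 nm absorbance after 48 h yeast culture at 30 C with compound. Values normalized between DMSO and an equimolar ferric chloride plus clioquinol control.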
# WRN helicase inh = qHTS for Inhibitors of WRN Helicase | Bifunctional 3'-5' exonuclease/ATP-dependent helicase WRN (Homo sapiens), Q14191 | WRN helicase unwinding, fluorescent forked duplex, kinetic | Potency, µM (series often up to 114 µM), inactives show top-dose activity change, negative = inhibition, actives largely listed as inhibitors | 360,000 compounds, 0.46% hits; further: potency means the concentration at half of the fitted maximal effect; on the % scale 0 is the no-effect control and ±100 the full control effect; nearly all actives have a fitted effect of over 55% in size
#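 WRN at 20 nM final was preincubated with compound for 15 min at room temperature; reaction started with 100 nM forked duplex oligonucleotide carrying fluorophore and quencher plus 2 mM ATP (final). Unwinding followed kinetically by red fluorescence (ex 525/em 598 nm).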
# An asterisk follows results filed as active; ? = inconclusive; / = not tested or not shown; [ ] = remark or other dose. Unless noted, the call rests on the fitted dose curve; in most records, active means well fitted curve in the direction sought with a large enough effect; inconclusive means small, poorly fitted or top-dose-only effect, or another doubt; inactive means no such curve, though single readings can be large; an effect the other way counts as inactive or inconclusive.
SMILES,EPAC1 antagonist,FUS yeast rescue,PLK1 PBD block,EPAC1 ag,IL-2 act,PI5P4K alpha inh,Abeta rescue,WRN helicase inh
CCOC(=O)c1ccc(NC(=O)c2nccnc2C(=O)O)cc1,?,-16%,-13%,-10%,-1.3,2,-16%,5%
CC(=O)Nc1ccc(C(=O)CSc2nc3ccc(C)cc3[nH]2)cc1,8%,/,-10%,-5%,1.1,0,-2%,-2%
C/C(=N\NC(=O)c1ccc(CSc2nncn2C)cc1)c1ccc(C#N)cc1,-20%,22%,-10%,6%,-1.9,-10,-3%,10%
CCCCN(C(=O)CN1C(=O)C2CCCCC2C1=O)c1c(N)n(CCCC)c(=O)[nH]c1=O (centres undefined),-6%,-3%,6%,8%,2.4,1,-1%,-5%
Cc1ccc(-n2nc(C(=O)O)nc2-c2ccccc2)cc1,2%,-7%,0%,-1%,-3.3,2,0%[9.22 µM],-26%
CCCCN(C(=O)Cc1cccs1)c1nnc(-c2cccnc2)s1,-16%,?,0%,9%,0.3,2,-11%,-9%
COc1ccc(-n2c(SCCC#N)nnc2-c2cc(Cl)ccc2OC)cc1Cl,-5%,25%,-1%,15%,0.4,6,12%,-7%
COc1ccccc1NC(=O)N(C)C[C@@H]1OCc2cnnn2CCCC(=O)N([C@H](C)CO)C[C@@H]1C,12%,-13%,-5%,-4%,-0.4,5,-12%,2%
COc1ccccc1N1CCN(C(CNS(=O)(=O)c2ccccc2)c2cccnc2)CC1 (centres undefined),5%,?,-4%,-2%,0.4,3,4%,-12%
CC(=O)c1cccc(OCC(O)CNCC2CCCCC2)c1 (centres undefined),-4%,18%,-2%,6%,-2.0,-8,-19%,-5%
CCn1cnc2c1c(=O)n(CC(=O)NCc1ccccc1)c(=O)n2Cc1ccccc1,3%,-4%,9%,-12%,0.6,3,-5%,0%
O=C1NC[C@@H](CCCCN2C[C@H](Cc3ccccc3)N(Cc3ccccc3)C(=O)C2=O)N(CCc2ccccc2)C1=O,-12%,25%,-12%,5%,-0.5,-3,-4%,3%
Cc1ccccc1Nc1nc(N)nc(COC(=O)CCNS(=O)(=O)c2ccccc2)n1,18%,32%,-4%,9%,-1.2,-1,-9%,-5%
COc1ccc(N2CCN(C(=O)CS(=O)Cc3nc(-c4ccc(OC)c(OC)c4)oc3C)CC2)cc1 (centres undefined),-2%,18%,-6%,2%,-1.1,0,11%,-1%
CC(C)CCSc1nnc(Cn2c(=O)sc3ccccc32)n1C,8%,1%,-4%,7%,-2.9,3,-4%,7%
C=CCNc1ncnc2c1ncn2[C@H]1CN(Cc2cccs2)C[C@@H](CO)O1,-3%,-12%,-9%,-2%,2.5,2,-14%,-10%
CCOc1cc(/C=N/n2cnnc2)cc(Br)c1O,5%,/,-2%,-4%,-2.3,-16,2%,-6%
CC12CCC(C(=O)N(CCC#N)CCC#N)(CC1=O)C2(C)C (centres undefined),9%,12%,-5%,-10%,-2.6,/,-16%,-12%
Cc1ccc(-c2ccc(CN3C(CC(C)C)C(=O)N(Cc4cn(Cc5ccco5)nn4)CCS3(=O)=O)cc2)cc1 (centres undefined),4%,26%,-6%,-4%,1.1,-8,-6%,-12%
C[C@H](O)[C@@H]1C(=O)N2CCc3c([nH]c4ccccc34)[C@@H]2C[C@@H]1N(C)Cc1ccc(Cl)cc1,10%,2%,-5%,-28%,-0.8,-9,-1%,8%
CCOc1ccc(C(=O)Nc2nnc(C(C)C)s2)cc1OCC,1%,7%,-12%,5%,0.0,0,3%,-2%
CC(C)Oc1ccccc1/C=N/Nc1ccccc1[N+](=O)[O-],-9%,-17%,1%,9%,0.4,5,-1%,-7%
O=C(Nc1cccc(Br)c1)c1ccc2c(c1)SC1=NS(=O)(=O)CCN12,-17%,11%,-25%,3%,1.5,3,-1%,-2%
C=CCOC(=O)C1=C[C@@H](c2ccc(C(F)(F)F)cc2)C[C@@H](OCCCCO)O1,-24%,31%,-9%,-33%[inhibitor],-0.4,-1,-7%,-4%
CC(C)c1cccc(-c2csc(C(O)c3cccc(Cl)c3)n2)c1 (centres undefined),-13%,16%,-3%,4%,-0.8,10,-70%[inhibitor],-7%
# Remaining list, next part:
SMILES,EPAC1 antagonist,FUS yeast rescue,PLK1 PBD block,EPAC1 ag,IL-2 act,PI5P4K alpha inh,Abeta rescue,WRN helicase inh
Clc1ccc(Cc2noc(-c3cccs3)n2)cc1,-13%,15%,-2%,0%,5.4,/,6%,-7%
COc1ccc(N2C(=O)NC(=O)C2=O)cc1,-16%,2%,-12%,7%,0.4,0,7%,6%
NCc1oc(-c2ccccc2)cc1C(=O)O,4%,17%,-12%,13%,-0.6,3,6%,0%
Cc1c(/C=C/C(=O)c2ccc(O)cc2)cnn1C,4%,/,-2%,-8%,-4.2,-24,-3%,2%
COc1ccc(NS(=O)(=O)c2cccc(C(=O)N/N=C/c3cn(-c4ccccc4)nc3-c3ccc(OC)cc3)c2)cc1,13%,-32%,2%,-3%,-1.3,-3,-9%,-7%
Cc1cc(OCC(=O)OCC(=O)N(C)C2CCS(=O)(=O)C2)ccc1Cl (centres undefined),-11%,9%,-16%,-11%,1.9,1,-4%,-27%
O=C(NC1CC1)c1ccc2nc([C@H]3C[C@H](O)[C@@H](CO)O3)[nH]c2c1,9%,-6%,5%,0%,0.0,2,-10%,-1%
Cc1noc(C)c1NC(=O)N(C)C[C@H]1Oc2ccc(NC(=O)C3CC3)cc2C(=O)N([C@H](C)CO)C[C@@H]1C,-14%,-24%,-6%,-8%,0.6,-3,1%,-13%
CCOc1ccc(CCNC(=O)CS(=O)Cc2nc(-c3ccccc3C)oc2C)cc1OCC (centres undefined),-23%,32%,-6%,-5%,-0.7,14,-1%,-2%
CCOC(=O)c1ccc2c(c1)n(CC)c(/C=C/Nc1ccccc1)[n+]2CC,3%,28%,2%,-3%,-1.9,/,-20%,3%
CC1CCCCN1C(=O)COC(=O)c1n[nH]c2ccccc12 (centres undefined),-22%,2%,4%,7%,1.5,0,19%,-3%
CC1CCCN(c2ccc(C(=O)NCc3ccccc3)cn2)C1 (centres undefined),-24%,7%,-24%,4%,1.2,-1,11%,-9%
COc1ccccc1NC(=O)Cc1cccc2ccccc12,9%,5%,-11%,1%,-3.2,-2,20%,7%
Cc1ccc(C(CC(=O)O)Nc2nc(N3CCOCC3)nc(N3CCOCC3)n2)cc1 (centres undefined),-8%,4%,-7%,-1%,0.8,3,16%,-13%
CCCCOc1ccccc1C(=O)NNC(=S)NC(=O)c1ccccc1[N+](=O)[O-],-12%,11%,-11%,9%,0.5,-17,?,-5%[57.1 µM]
COc1ccc(NC(=O)c2c(-c3ccccc3)noc2C)c(OC)c1,-3%,-8%,-3%,1%,-1.9,/,-15%,-2%
CCOC(=O)/C(N=Nc1sc(C(=O)OC)c(C)c1C(=O)OCC)=C(\O)CCl,12%,0%,-13%,-3%,-2.7,8,-9%,0%
O=C(Nc1ccc2c(c1)C(=O)N(c1ccccc1)C2=O)c1cccs1,2%,-36%,-1%,-17%,-0.5,-1,0%,3%
O=C(NCCO)C1COc2ccccc2O1 (centres undefined),12%,-22%,-14%,-12%,-1.4,6,-4%,-8%
O=C(Nc1ccc(Cl)cc1)N1CCCC1,6%,11%,-6%,0%,-3.0,/,-13%,11%
C=CCc1ccc(OCCCCN2CC(C)CC(C)C2)c(OC)c1 (centres undefined),-18%,37%,3%,-2%,-2.2,0,3%,2%[57.1 µM]
C=CCCC(=O)NC1CC(C)(C)Cc2c1cnn2-c1cccc(F)c1 (centres undefined),11%,26%,-1%,16%,1.1,-7,-4%,-7%
COc1ccc(Br)cc1/C=N/NC(=O)CN1CCN(Cc2ccccc2)CC1,-10%,34%,-2%,0%,-3.4,2,-3%,0%
Nc1nc(O)c(Sc2ccccc2[N+](=O)[O-])c(=O)[nH]1,1%,9%,12µM*,2%,0.9,2,5%,-3%
CC1CCCC(C)N1CC(C)(C)NS(=O)(=O)c1ccc(Cl)cc1 (centres undefined),-19%,-4%,-3%,11%,1.1,0,15%,4%

# 2 entries from above, reformatted:
smiles	EPAC1 antagonist	FUS yeast rescue	PLK1 PBD block	EPAC1 ag	IL-2 act	PI5P4K alpha inh	Abeta rescue	WRN helicase inh
O=C(NC1CC1)c1ccc2nc([C@H]3C[C@H](O)[C@@H](CO)O3)[nH]c2c1	9%	-6%	5%	0%	0.0	2	-10%	-1%
COc1ccc(N2C(=O)NC(=O)C2=O)cc1	-16%	2%	-12%	7%	0.4	0	7%	6%

# Following part
SMILES,EPAC1 antagonist,FUS yeast rescue,PLK1 PBD block,EPAC1 ag,IL-2 act,PI5P4K alpha inh,Abeta rescue,WRN helicase inh
O=C(NCc1ccncc1)c1ccc(N2CCCC2)c([N+](=O)[O-])c1,1%,-7%,-22%,-1%,3.3,-2,3%,9%[57.1 µM]
CCOc1ccccc1/C=N/n1c(C)nc2ccccc2c1=O,5%,-27%,-3%,6%,-1.6,1,-5%,7%[57.1 µM]
O=C(CSc1nnc(CNC(=O)c2cccs2)o1)Nc1ccc(F)cc1F,5%,18%,-11%,-11%,-1.7,2,9%,8%
C=CCn1c(SCC(=O)c2[nH]c(C)c(C(=O)OCC)c2C)nc2scc(-c3ccccc3)c2c1=O,-9%,-17%,-1%,4%,-0.6,-7,11%,-3%
Cc1c(Br)c([N+](=O)[O-])nn1C(C)C(=O)Nc1nccs1 (centres undefined),3%,14%,-5%,-3%,0.7,/,25%,-10%
N#C/C(=C\Nc1ccc2c(c1)OCCO2)c1nc(-c2ccccc2)cs1,?,-7%,3%,2%,2.2,16,-10%,-1%
Cc1ccc2nc3sc(C(=O)NCc4ccco4)c(N)c3cc2c1,105%[activator],22%,32%[activator],100µM*,167*,-9,19%,-15%

# An unsorted share of the library; any-hit rate near 4.1%.
